USP2a inhib = inhibitors of human ubiquitin-specific protease USP2a; USP2a enzymatic assay, qHTS inhibition; Potency, µM (doses to about 38.3 µM), for inactives: at the highest dose activity change, negative = inhibition, most hits filed as inhibitors; hit rate 0.1% among 60,000; AID 927;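 note: potency is the fitted concentration of half-maximal effect; nearly all actives have a fitted effect of over 60% in size; plate controls were DMSO for no effect and NEM full inhibition control for full effect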
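USP2 core (20 nM final) was preincubated with compound for 30 min at RT in 20 mM Tris-HCl pH 8.0, 2 mM CaCl2, 2 mM beta-mercaptoethanol; Ub-PLA2 (20 nM) plus NBD C6-HPC (20 uM) then added, fluorescence read after 2.5 h.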
BRCT inh red = disrupts BRCA1 BRCT binding to phosphoprotein, red fluorophore readout | BRCT-phosphopeptide binding, red fluorescence polarization | hit rate 0.03% among 75,000 | Potency, µM (top dose mostly 76.9 µM), inactives show top-dose activity change, negative = inhibition, usual class: inhibitors | AID 892 | P38398; note: % is set by controls: 0 for no effect and ±100 for the full control effect
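Fluorescence polarization: 100 nM His-tagged BRCA1 BRCT with 100 nM TAMRA-labelled phospho-BACH1 decapeptide, phosphate buffer pH 7.3 with 150 mM NaCl, DTT, 0.01% Tween 20; 12 min RT. Binding inhibition seen as FP decrease.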
TexasRed autofl = compounds fluorescent in Texas Red spectral region | Compound fluorescence, Texas Red channel, 547/618 nm; hits give high values | max dye-equivalent concentration, M | hit rate 0.06% among 59,000; in the data active = max dye-equivalent concentration above about 10 nM; inconclusive = between about 1.1 nM and that limit
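Texas Red-region profiling: compounds in 100 mM Tris pH 8.0 were read at 547/618 nm after 15 min at room temperature. Intensities were normalized against a six-point Texas Red standard series to give dye-equivalent concentration.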
BRCT PPI green = blocks human BRCA1 BRCT binding to phosphopeptide, green readout. BRCA1 BRCT-phosphopeptide binding, green fluorescence polarization. Potency, µM (series often up to 76.9 µM), inactives show at the highest dose activity change, negative = inhibition, usual class: inhibitors. hit rate 0.05% among 75,000;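 note: potency is the fitted concentration of half-maximal effect; plate controls were peptide without protein for full effect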
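Compounds were incubated for 12 min at room temperature with a complex of 100 nM fluorescein-tagged pBACH1 decapeptide and 250 nM His-tagged BRCT protein. Buffer was phosphate pH 7.3 with EDTA, DTT and Tween 20. Disruption of binding lowers the polarization signal.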
4MU fluor = compounds fluorescent in 4-MU spectral region; hit rate 11% among 59,000; AID 589; compound autofluorescence, 340/450 nm, 4-MU equivalents; hits give high values; max dye-equivalent concentration, M; in the data active = max dye-equivalent concentration above about 10 nM; inconclusive = mostly about 1.1 nM to 9.6 nM
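Compounds in 100 mM Tris, pH 8.0, sat 15 min at room temperature before fluorescence was read at 340 nm excitation/450 nm emission; a per-plate six-point 4-MU standard curve converted signals to dye-equivalent concentration at each compound concentration.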
Caspase-1 inhib = caspase-1 (human) inhibition, allosteric or competitive; P29466; AID 900; Potency, µM (series often up to 57.5 µM), inactives show at the highest dose activity change, negative = inhibition, most hits filed as inhibitors; hit rate 0.03% among 75,000; Caspase-1 enzyme, Ac-WEHD-AFC fluorogenic rate;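 note: potency is the fitted concentration of half-maximal effect; plate controls were vehicle for no effect and no substrate for full effect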
Fluorescein autfl = compound autofluorescence in fluorescein spectral region. Compound autofluorescence, 480/540 nm, fluorescein-equivalent; hits give high values. max fluorescein-equivalent concentration, M. hit rate 0.91% among 59,000. AID 593; in the data active = max fluorescein-equivalent concentration above about 10 nM; inconclusive = between about 1.1 nM and that limit
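Values reflect compound autofluorescence, normalized to fluorescein on the same plate and reported at each tested concentration. Conditions: 100 mM Tris pH 8.0, room temperature, 15 min, excitation 480 nm, emission 540 nm.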
A350 autofl = compounds fluorescent in Alexa 350 spectral region. Compound autofluorescence, 340/450 nm, Alexa 350 dye-equivalents; hits give high values. max dye-equivalent concentration, M. hit rate 11% among 59,000. AID 590; in the data active = max dye-equivalent concentration above about 10 nM; inconclusive = mostly about 1.1 nM to 9.6 nM
Casp7 inh = blocks human caspase-7 allosterically or competitively | recombinant caspase-7, Ac-DEVD-AFC fluorescence rate | AID 889 | hit rate 0.02% among 75,000 | P55210 | Potency, µM (series often up to 57.5 µM), for inactives: at the top dose activity change, negative = inhibition, usual class: inhibitors; active = well fitted inhibition curve with a large enough effect in the main read-out, with a control signal flat, not every such curve was filed as active; inconclusive = small, poorly fitted or top-dose-only effect, or a change in a side signal; note: potency is the fitted concentration of half-maximal effect; % of control where 0% means no effect
Rhodamine autofl = compound autofluorescence in rhodamine spectral region | Rhodamine-region fluorescence, 547/598 nm, Tris buffer; hits give high values | max dye-equivalent concentration, M | hit rate 0.05% among 59,000; in the data active = max dye-equivalent concentration above about 11 nM; inconclusive = between about 1.1 nM and that limit
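Compounds in 100 mM Tris buffer, pH 8.0, were incubated 15 min at room temperature, then read at 547 nm excitation and 598 nm emission. Fluorescence was normalized against a per-plate six-point rhodamine standard curve as dye-equivalent concentration.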
HEK293 cAMP ctrl = parental HEK293 cAMP activation (counter-screen) | Potency, µM (highest dose often 57.1 µM), inactives show at the highest dose activation, actives largely listed as activators | AID 938 | hit rate 2.5% among 73,000 | parental HEK293 CNG cAMP sensor, membrane potential fluorescence; note: potency is the fitted concentration of half-maximal effect; % of control where 0% means no effect; nearly all actives have a fitted effect of over 55% in size
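Parental HEK 293 cells stably expressing a modified CNG channel (no TSHR) report cAMP rise as membrane depolarization. Membrane potential dye with 100 uM RO 20-1724 was loaded for 60 min at room temperature, then compound added for 30 min; fluorescence read at 590 nm.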
The depositor's hits bear a star; i = inactive; ? = inconclusive; . = not tested or not shown; [ ] = remark or other dose. Unless noted, calls come from the whole dose curve; as a rule, active = well fitted curve in the direction sought with a large enough effect; inconclusive = small, poorly fitted or top-dose-only effect, or another doubt; inactive = no such curve, though single readings can be large; an effect the other way counts as inactive or inconclusive.

The line under a structure holds: Casp7 inh	HEK293 cAMP ctrl	TexasRed autofl	Rhodamine autofl	4MU fluor	USP2a inhib	A350 autofl	Fluorescein autfl	Caspase-1 inhib	BRCT PPI green	BRCT inh red
> O=C(CSc1nnc(Cc2ccccc2)n1C1CCCCC1)N1CCOCC1
 : 0.4%	?	i	i	i	.	i	i	-1.0%	-0.8%	-0.8%
> C=CCn1c(SCc2nc3ccccc3nc2C)nnc1-c1ccoc1C
 : -4.5%	28.3%	i	i	i	26.0%	i	i	-1.0%	0.5%	-1.7%
> COc1ccc2[nH]cc(CCNc3cc(-c4cccnc4)ncn3)c2c1
 : -2.6%	-3.6%	i	i	i	75.1%[activator]	i	i	-4.6%	-3.3%	-2.0%
> C[C@@H]1/C=C\CC(=O)OC[C@H]2O[C@@H](C=C[C@@H]2O)[C@H](C)/C=C\CC(=O)OC[C@H]2O[C@H]1C=C[C@@H]2O
 : -0.1%[11.5 µM]	-6.7%[11.4 µM]	.	.	.	.	.	.	0.7%[11.5 µM]	1.8%[15.4 µM]	-1.4%[15.4 µM]
> Clc1cccc(-c2nn3c(Cn4cnc5ccccc54)nnc3s2)c1
 : -4.9%	21.1%	i	i	i	49.7%[activator]	i	i	-0.8%	3.8%	-2.2%
> CNC(=O)Nc1cccc(NC(=O)NC)n1
 : .	.	i	i	i	.	i	?	.	.	.
> CCn1nnnc1SCC(=O)c1ccc(NC(C)=O)cc1
 : 0.5%	0.4%	i	i	i	1.2%	i	i	1.7%	0.3%	-0.2%
> Nc1nc(N)nc(CCCc2nc(N)nc(N)n2)n1
 : 0.9%[11.5 µM]	-6.7%[11.4 µM]	i	i	i	.	i	i	?	-1.7%[15.4 µM]	-0.4%[15.4 µM]
> N#Cc1c(/N=C/c2cccs2)sc2c1CCCCC2
 : 2.7%	4.2%	i	i	i	-6.3%	i	i	-3.3%	-2.8%	0.0%
> Cn1c(NCCCO)nc2c1c(=O)n(Cc1ccccc1F)c(=O)n2C
 : .	.	i	i	i	.	i	i	.	.	.
> O=C1CCCC2=C1C(c1ccccc1)CC(=O)N2c1ccccc1 (stereo unspecified)
 : -1.7%	-0.3%	i	i	i	4.9%	i	i	4.2%	-0.3%	-0.1%
> CC(C)N1C(=S)SC2CS(=O)(=O)C=C21 (stereo unspecified)
 : 0.0%	-2.2%	i	i	i	-3.6%	i	i	0.9%	-0.3%	-0.2%
> CC(C)C(=O)c1cn(CC(=O)NCC2CCCO2)c2ccccc12 (stereo unspecified)
 : 0.6%	10.0%	?	i	i	5.1%	i	i	0.4%	-1.2%	-2.1%
> Oc1oc(-c2ccccc2)nc1C=NCc1ccncc1
 : .	.	i	i	?	.	?	i	.	.	.
> N#Cc1ccc(CSc2nnc(NC(=O)C3CCCO3)s2)cc1 (stereo unspecified)
 : -1.3%	10.0%	i	i	i	-0.3%	i	?	-1.1%	-0.6%	1.9%
> CCOc1ccc(N(C)S(=O)(=O)c2ccc3[nH]cc(C(=O)NCC4CCCO4)c(=O)c3c2)cc1 (stereo unspecified)
 : -1.2%	?	i	i	i	56.9%[activator]	i	i	-5.8%	2.3%	0.9%
> Oc1ccccc1-c1nc(NCc2ccco2)c2ccccc2n1
 : .	.	i	i	i	.	i	?	.	.	.
> C=CCn1c(SCC(=O)N2CCN(C(=O)c3ccco3)CC2)nc2sc(CC)cc2c1=O
 : ?	13.5%	?	i	i	14.3%	i	i	-0.4%	8.8%	-0.3%
> Cc1ccc(CNC(=O)c2ccccc2NC(=O)CSc2nnnn2C)cc1
 : -0.4%	1.3%	?	i	i	0.3%	i	?	1.4%	-2.9%	-0.6%
> O=C(c1ccc(N2C(=O)CCC2=O)cc1)N1CCN(c2ccccc2)CC1
 : 2.2%	-1.6%	i	i	i	-3.4%	i	?	0.4%	-2.4%	1.3%
> Cc1ccccc1NC(=O)CC1SCCNC1=O (stereo unspecified)
 : 1.1%	-1.5%	i	i	?	-2.9%	?	?	-0.9%	-0.2%	-2.2%
> CCCCCC1C(=O)CCC1CC(=O)OC (stereo unspecified)
 : 2.4%	.	.	.	.	-1.7%	.	.	1.6%	-0.1%	-1.1%
> N#CC1=C(SCC(=O)NC2CCCCC2)NC(=O)CC1c1ccco1 (stereo unspecified)
 : -0.9%	6.9%	i	i	i	8.7%	i	i	-1.8%	-5.7%	-0.6%
> O=C(c1cccc(F)c1)N1CCC2(CC1)CCN(C(c1ccccc1)c1ccccc1)CC2
 : -1.9%	?	i	i	i	112.2%[activator]	i	i	-4.4%	-1.3%	-1.7%
> CC1(C)SC2C(NC(=O)C(C(=O)O)c3ccccc3)C(=O)N2C1C(=O)O (stereo unspecified)
 : 0.7%	.	.	.	.	-9.9%	.	.	-1.3%	-1.1%[3.08 µM]	-0.6%
> CCN(CC)S(=O)(=O)c1ccc(Nc2nc3ccccc3n3nnnc23)cc1
 : -5.8%	27.7%	i	i	4.06e-08M*	27.9%	3.78e-08M*	?	-7.0%	1.1%	-0.7%
> c1ccc2c(c1)CNc1ccccc1C2
 : -4.7%	8.6%	i	i	i	24.1%	i	i	0.3%	-1.3%	0.3%
> CCOC(=O)CCN1C(=O)[C@H]2[C@H]3[C@H](O)[C@H](O)C/C(=N/OC/C=C(\C)CCC=C(C)C)[C@H]3CC[C@@H]2C1=O
 : -3.3%[11.5 µM]	0.7%[11.4 µM]	.	.	.	.	.	.	-0.1%[11.5 µM]	2.8%[15.4 µM]	0.8%[15.4 µM]
> Cc1ccc(NC(=O)N2CCC(c3nc4c(nnn4Cc4cccc(Cl)c4)c(=O)[nH]3)CC2)cc1
 : ?	5.6%	i	i	i	32.1%[activator]	i	?	-2.7%	2.2%	-3.0%
> CN(C)c1ccc(CNn2cnnc2SCc2ccccc2F)cc1
 : 0.2%	5.0%	i	i	i	7.0%	i	i	-1.2%	-0.4%	-0.2%
> Cc1cccc(NC(=O)CCN2CCN(C/C=C/c3ccccc3)CC2)c1
 : 0.5%	23.4%	i	i	i	34.8%[activator]	i	i	0.1%	0.4%	-0.4%
> N#CC1=C(C2CC2)CC(c2ccccc2)C(C#N)=C1N (stereo unspecified)
 : -20.5%	14.8%	i	i	7.43e-08M*	-6.4%	9.68e-08M*	?	-13.3%	11.9%	-4.1%
> CC(=O)Nn1cc2c(=O)n(C)c(=O)n(C)c2c1
 : 2.2%	-5.5%[11.4 µM]	.	.	.	-0.5%[7.66 µM]	.	.	0.3%	-2.5%	-0.4%
> COc1cc(NS(=O)(=O)c2ccc(OC)c(OC)c2)cc(OC)c1
 : -2.2%	1.1%	i	i	6.28e-06M*	0.4%	6.95e-06M*	i	-2.2%	-1.0%	-1.1%
> CC(C)n1c(C(=O)OCC(=O)NCc2ccc3c(c2)OCO3)cc2occc21
 : -2.5%	15.8µM*	i	i	i	0.2%	i	i	-7.4%	-0.3%	-0.1%
> NC(=O)CS(=O)(=O)c1nc2ccccc2n1Cc1ccccc1F
 : -0.1%	8.4%	?	i	i	2.0%	i	i	0.4%	-1.9%	0.5%
> O=C(NCc1cccnc1)c1ccc2c(c1)OCO2
 : -1.5%	-1.0%	i	i	i	-2.7%	i	i	-0.5%	9.4%	1.9%
> COc1ccccc1CNc1ncnc2ccc(-c3cccnc3)cc12
 : 1.9%	24.9%	i	i	i	53.5%[activator]	i	?	-0.6%	11.0%	4.1%
> Cc1ccc(C(=O)Nc2ccc(S(=O)(=O)N3CCN(C)CC3)cc2)o1
 : 0.1%	-14.8%	.	.	.	.	.	.	-0.1%	-1.9%	-1.0%
> CCOC(=O)COc1ccc(S(=O)(=O)NCc2ccco2)cc1
 : -1.9%	?	i	i	i	-0.6%	i	i	0.4%	-1.2%	-1.5%
> CCn1c(N)c(C(=O)N2CCOCC2)sc1=S
 : -0.4%	-1.6%	i	i	i	1.7%	i	?	0.5%	-3.2%	-1.2%
> Cc1ccc2[nH]c(=O)c(CN(Cc3cccnc3)C(=O)c3ccncc3)cc2c1
 : -0.9%	1.2%	i	i	1.94e-08M*	4.1%	2.38e-08M*	i	-0.3%	-0.6%	0.4%
> Cc1nc2ccccc2c2oc(C(=O)NCC3CCCO3)cc12 (stereo unspecified)
 : 0.0%	20.0%	?	i	1.25e-08M*	11.4%	?	i	-3.5%	0.3%	-3.7%
> CCCS(=O)(=O)O
 : -0.2%[11.5 µM]	5.0%[11.4 µM]	i	i	i	.	i	?	4.5%[11.5 µM]	-0.6%[15.4 µM]	-3.9%[15.4 µM]
> CCOC(=O)C1CCCN(C(=O)c2cc(-c3ccc(C)cc3)on2)C1 (stereo unspecified)
 : -0.4%	14.3%	i	i	i	2.2%	i	i	-1.4%	0.0%	0.9%
> O=C(CCc1nc(-c2ccccc2)no1)Nc1cc(C(F)(F)F)ccc1Cl
 : -1.7%	?	?	i	i	3.4%	i	i	-1.1%	-0.4%	0.8%
> CCOc1ccc2[nH]c(=O)c(CN(Cc3cccs3)C(CC)c3nnnn3C(C)(C)CC)cc2c1 (stereo unspecified)
 : -20.2%	?	i	i	4.8e-08M*	17.1%	5.17e-08M*	?	?	1.5%	-0.4%
> Cc1nc2cc(S(=O)(=O)N3CCC(C(=O)O)CC3)ccc2n1C1CCCC1
 : -0.6%	25.7%	.	.	.	.	.	.	-4.0%	-0.2%	0.7%
> CN(Cc1ccccc1)Cc1nc2c([nH]1)c(=O)[nH]c(=O)n2C
 : -0.2%	1.9%	?	i	i	-0.6%	i	i	-0.5%	-2.6%	-0.3%

High-throughput results from PubChem.

An excerpt, so the mix of outcomes need not match the whole.
